# TCR CD3 inh: blocks the human TCR-CD3 interaction; TAMRA-labeled TCR probe fluorescence, biochemical; inhibition, % at 9.4 µM; actives 0.37% (n = 360,000); in the data active = inhibition above about 19%;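 note: recombinant mutant TCR 2C K166C tagged with TAMRA read by polarization; 0% = receptor in buffer alone and 100% = receptor with positive control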
# TDP2 inh: blocks human TDP2 phosphodiesterase activity. recombinant TDP2, T5PNP hydrolysis, p-nitrophenol absorbance 415 nm. inhibition, % at 12.8 µM. actives 0.34% (n = 370,000). AID 720702;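 active = inhibition above the mean of all tested compounds plus 3 SD, set per campaign, cut at about 25% in these data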;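 note: 0% = DMSO with enzyme and 100% = buffer with substrate but no TDP2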
# Target sequence (O95551 whole entry, looked up): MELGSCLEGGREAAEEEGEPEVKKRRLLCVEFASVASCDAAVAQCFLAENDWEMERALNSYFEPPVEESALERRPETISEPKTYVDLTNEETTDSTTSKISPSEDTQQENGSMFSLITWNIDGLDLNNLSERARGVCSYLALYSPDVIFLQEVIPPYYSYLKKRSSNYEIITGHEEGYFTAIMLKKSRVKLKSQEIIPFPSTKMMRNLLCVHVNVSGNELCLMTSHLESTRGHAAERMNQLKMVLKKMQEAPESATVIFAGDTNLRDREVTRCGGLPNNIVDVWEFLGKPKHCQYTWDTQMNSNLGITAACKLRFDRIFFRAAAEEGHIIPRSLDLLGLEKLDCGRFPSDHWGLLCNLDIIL
#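 Read-out basis: percent inhibition. System: recombinant human TDP2. Buffer or medium: Mg2+-containing Tris-HCl buffer, pH 7.5. Repeats: single replicate. Timing: reaction 2 h, 37 °C. Benchmarks: high control without enzyme, low control DMSO plus TDP2. Probe or stimulus: 5 mM T5PNP. Doses: 12.8 µM only. Measured by: epi absorbance of p-nitrophenol freed from T5PNP by hydrolysis.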
# Tn7 DDE FP: inhibitors of Tn7 peptide binding to human fibrin DD(E); P02675; FP displacement of FITC-Tn7 peptide from fibrin DD(E); 0% = median of compound wells per plate; inhibition, % at 8.3 µM; actives 0.13% (n = 370,000);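 active = inhibition above the mean of compounds falling within the control limits plus 3 SD of them, cut at about 14% in these data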;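 note: 0% = plate median of compound wells and 100% = 10 µM Aha-Tn7 peptide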
#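 Test system – human fibrin DD(E) · Times – 10 min preincubation, 3 h with tracer, room temperature · Detection – fluorescence polarization of the labelled Tn7 tracer · Measure – percent inhibition normalized to high-control wells · Benchmarks – high control wells with 10 µM unlabelled Aha-Tn7 peptide (full inhibition) · Repeats – singlicate testing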
# MBD2 DNA inh: inhibitors of human MBD2 binding to methylated oligonucleotide; Q9UBB5; TR-FRET; inhibition, % at 4.4 µM; actives 0.31% (n = 370,000); in the data active = inhibition above about 13%
# Target sequence (Q9UBB5 whole entry, looked up): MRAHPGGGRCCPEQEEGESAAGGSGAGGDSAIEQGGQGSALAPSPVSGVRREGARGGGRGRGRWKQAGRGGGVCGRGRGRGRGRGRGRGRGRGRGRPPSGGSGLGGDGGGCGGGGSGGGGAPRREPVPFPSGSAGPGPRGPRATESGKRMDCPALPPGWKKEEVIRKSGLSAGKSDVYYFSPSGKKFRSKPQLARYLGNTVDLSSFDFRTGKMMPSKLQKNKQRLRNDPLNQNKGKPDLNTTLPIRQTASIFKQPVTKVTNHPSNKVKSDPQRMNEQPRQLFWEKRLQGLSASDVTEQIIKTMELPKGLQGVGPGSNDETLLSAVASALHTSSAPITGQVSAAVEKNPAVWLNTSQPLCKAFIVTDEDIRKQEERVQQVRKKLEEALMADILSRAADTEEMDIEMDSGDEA
# UHRF1 binding: blocks human UHRF1 binding to methylated DNA; Q96T88; UHRF1 binding to methylated oligo, TR-FRET; inhibition, % at 4.4 µM; actives 0.75% (n = 370,000); in the data active = inhibition above about 21%;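 note: UHRF1 SRA domain binding a hemimethylated CpG hairpin DNA probe; 0% = median of test compound wells and 100% = reference inhibitor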
# LEDGF integ inh: blocks HIV-1 LEDGF/p75-dependent DNA integration; TR-FRET IN-LEDGF/p75 DNA integration, Eu/Cy5; inhibition, % at 3.7 µM; actives 0.64% (n = 370,000); AID 743269;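 active = inhibition above the screen-wide mean plus 3 SD, cut at about 13% in these data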;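 note: signal is the Cy5 over europium emission ratio at 671 and 618 nm; 0% = plate median of compound wells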
# PRMT1 FP inh: PRMT1 (human) inhibition, primary screen. Q99873. recombinant PRMT1, activity-based probe fluorescence polarization. inhibition, % at 2.79 µM. actives 1.3% (n = 370,000). AID 652257;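 active = inhibition above about 21% made by adding two undisclosed values, limit read from the data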
# DDE Tn6 FP inh: DD(E)-Tn6 binding inhibition, primary FP screen | P02675 | Fibrin DD(E) TRITC-Tn6 fluorescence polarization displacement | inhibition, % at 8.3 µM | actives 0.21% (n = 370,000) | AID 720509;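 active = inhibition above a per-campaign cutoff: mean of compounds within control limits plus 3 SD, cut at about 15% in these data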;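 note: 0% = median of all compound wells on the plate and 100% = blocking peptide control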
# SIAE inh: blocks human sialic acid acetylesterase. Q9HAT2. SIAE FP-Rh probe binding, fluorescence polarization. actives 0.69% (n = 370,000). inhibition, % at 9.66 µM;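 active = inhibition above a cutoff: mean of compounds within the control limits plus 3 SD of those, cut at about 17% in these data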;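 note: 0% = plate median of compound wells and 100% = probe without SIAE protein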
# proKLK7 act: activates the human kallikrein-7 zymogen; P49862; purified proKLK7, EDANS-DABCYL substrate fluorescence; 100% is mature enzyme control, 0% vehicle; activation, % at 7 µM; actives 0.9% (n = 370,000);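 active = activation above the mean of all tested compounds plus 3 SD, computed per campaign excluding outliers beyond control limits, cut at about 13% in these data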
# Target sequence (P49862 whole entry, looked up): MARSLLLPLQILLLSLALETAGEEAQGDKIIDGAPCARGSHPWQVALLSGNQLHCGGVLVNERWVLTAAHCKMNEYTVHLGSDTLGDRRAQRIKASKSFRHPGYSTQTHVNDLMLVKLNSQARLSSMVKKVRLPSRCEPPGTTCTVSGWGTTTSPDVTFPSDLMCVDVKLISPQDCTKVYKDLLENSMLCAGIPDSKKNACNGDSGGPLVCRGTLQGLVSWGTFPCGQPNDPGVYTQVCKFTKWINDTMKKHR
# * = called active by the depositor; / = no result given.
Compound	TCR CD3 inh	TDP2 inh	Tn7 DDE FP	MBD2 DNA inh	UHRF1 binding	LEDGF integ inh	PRMT1 FP inh	DDE Tn6 FP inh	SIAE inh	proKLK7 act
CC(C)N=C1SCC(C)(/C=N/O)S1 (stereo unspecified)	3	1	0	0	4	0	0	-5	-4	0.2
CC(C)(C)C(=O)Nc1nnc(-c2ccncc2)o1	-2	13	1	0	0	5	-1	-2	-1	-5.3
CCOc1ccccc1CN1CCC(Oc2cccc(C(=O)NCCOC)c2)CC1	6	-8	7	-5	-2	6	-6	-9	2	-0.5
CC1CCN(C(=O)CSc2nnc(Cc3ccccc3)o2)CC1	-6	-2	1	-2	1	-2	0	9	-1	-0.1
C=CCN1C(=O)N/C(=C/c2ccccc2OCC(=O)Nc2ccc(F)cc2)C1=O	5	-8	0	1	-1	-2	0	2	-2	-0.1
COc1ccc(NC(=O)COC(=O)c2ccc(-n3cnnn3)cc2)cc1Cl	0	-10	-5	5	1	-1	3	-11	-12	-0.1
CCCc1nn(-c2cc(Cl)ccc2OC)c2c1C(=O)CCC2	6	0	0	1	0	0	-5	8	-6	0.1
COc1ccc(N2C(=O)C3CCCN3C2c2cccc(C)c2)cc1Cl (stereo unspecified)	4	-5	5	1	1	-3	-2	-4	-4	-0.1
O=C1CC(C(=O)N2CCCc3ccccc32)CN1c1ccc(F)cc1 (stereo unspecified)	1	2	5	-2	1	-3	-5	3	4	-0.7
Cc1ccccc1NC(=O)Cc1nc(COC(=O)Cc2c(F)cccc2Cl)cs1	-3	-4	1	-7	0	7	-2	-3	4	0.3
COc1ccc(/C=C/S(=O)(=O)NCc2ccccc2)c(CNC(=O)OC(C)(C)C)c1	/	-7	-6	2	2	3	-1	-1	-3	0.2
CN(CC(=O)Nc1ccccc1C(F)(F)F)C(=O)c1ccc2c(=O)n3c(nc2c1)CCC3	0	0	-4	1	-2	-1	-3	11	0	-0.5
NS(=O)(=O)c1ccc(NC(=O)CSc2ncnc3ccccc23)cc1	9	5	14*	6	19	2	9	6	0	-0.2
Cc1cc(=O)oc2cc(O)cc(OCc3ccccc3)c12	6	1	1	1	-2	6	-3	-2	0	35*
O=C(NNS(=O)(=O)c1ccc(Cl)cc1)c1cnn(-c2ccccc2)c1-n1cccc1	-2	3	4	0	-2	0	0	8	0	0.0
CCOC(=O)CCc1c(C)c2ccc(OCC)c(C)c2oc1=O	5	-2	3	0	2	-4	-1	1	2	-0.5
CCCNC(=O)C1CCN(S(=O)(=O)c2cccs2)CC1	-1	-5	3	-1	0	2	1	-12	-2	0.1
O=C(NCC(c1ccco1)N1CCc2ccccc2C1)c1c(F)cccc1F (stereo unspecified)	-2	5	2	-2	1	2	-3	-1	7	0.5
O=[N+]([O-])c1cc([N+](=O)[O-])c(Oc2cc(Cl)cc(Cl)c2)cc1NN1CCCCC1	5	3	-1	-3	-1	-2	-2	7	8	-0.6
C=CCN(CC=C)CCOc1ccccc1[N+](=O)[O-]	6	14	7	-1	1	0	2	9	0	0.0
O=C(Cc1ccccc1)N1CCNCC1	1	6	1	1	2	-2	5	-4	-5	-0.2
CC(=O)c1ccc(OCCCC(=O)OCc2nnc(-c3ccc(Cl)cc3)o2)cc1	7	-8	-5	-2	1	-1	-2	-8	2	0.6
Cc1cc(NC(=O)CSc2nc(CCC3CCCC3)nc3ccccc23)no1	3	3	7	-2	0	-1	4	-1	2	0.4
Cc1cccc(NC(=O)c2nc[nH]c2C(=O)N[C@@H](Cc2ccccc2)C(=O)OC(C)(C)C)c1	-4	-1	1	0	0	-1	3	-5	-68	-5.4
N#CC1CN(Cc2ccccc2)CN(Cc2ccccc2)C1	5	-2	11	-4	1	0	5	-7	-5	-0.1
CC1CCN(CC(=O)NCCc2ccc(F)cc2)CC1	3	14	-12	-4	0	2	1	4	-3	0.0
CCOC(=O)C1(Cc2ccccc2)CCCN(C2CCN(C(C)=O)CC2)C1 (stereo unspecified)	-7	-10	1	3	9	0	10	5	-10	-0.3
O=C(CN1C(=O)COc2ccccc2C1=O)c1ccc2c(c1)OCCO2	-2	20	-3	-1	-2	-2	-1	-9	1	-0.3
Oc1cccc(C(O)CNCc2ccc(-c3ccccc3)cc2)c1 (stereo unspecified)	-2	-3	1	1	0	-3	0	-4	0	0.8
NS(=O)(=O)c1ccc(NC(=S)N2CCC(O)CC2)cc1	-1	19	0	-1	-1	-1	-1	5	0	0.0
C=CCOCCN(C)C1=NS(=O)(=O)c2ccccc21	2	0	2	-6	0	6	-4	-1	3	-0.3
Cc1cccc(NC(=O)c2cccc(N3C(=O)C4C5CCC(C5)C4C3=O)c2)c1C (stereo unspecified)	-5	-10	-3	1	3	-4	8	2	0	0.0
C/C=C/Cn1c(N2CCCCCC2)nc2c1c(=O)[nH]c(=O)n2C	4	-4	1	-4	-1	-1	-1	0	0	-0.2
COc1ccc(C2CC(c3ccccc3)=NN2C(=O)c2ccc(Cl)c([N+](=O)[O-])c2)cc1 (stereo unspecified)	1	2	0	2	5	-1	-3	-3	-7	0.7
COC(=O)[C@@]12CCCCC3=C1N(CCC3)C(=O)[C@H]2CC(=O)NCCCN1CCCC1=O	/	-1	4	0	1	-1	1	1	-5	0.1
Cc1ccc(C(=O)Nc2cccc(C(=O)O)c2)cc1	2	15	-2	-4	-2	-2	0	3	1	-0.2
Cc1ccccc1-c1cc2nc(NCCOc3ccccc3Cl)n(C)c(=O)c2s1	-1	-7	-3	1	4	0	5	-7	-43	-0.2
CC(C)(C)c1ccc2cc(F)cc(F)c2n1	-3	-8	-2	-2	-2	0	-3	-5	0	-0.2
CC(C)Sc1nc2ncnc(N)c2[nH]1	2	-16	4	-1	3	-11	0	0	-4	-0.5
CC1CCCC(NC(=O)c2cccc(S(=O)(=O)N3CCN(c4ccccc4)CC3)c2)C1C (stereo unspecified)	-1	5	-3	-1	2	0	-3	7	-1	0.2
COc1ccc(N2C(=O)C3CCCN3C2c2ccc(C)o2)cc1Cl (stereo unspecified)	1	0	3	0	-2	-2	2	1	-1	-0.2
O=C(Cn1c(=O)[nH]c2ccsc2c1=O)NC1CCCCC1	-2	6	1	2	1	-2	0	6	-1	0.1
Cc1nc(SCC(=O)N2CCOCC2)c2c3c(sc2n1)CCC3	3	0	-5	-5	-2	3	-1	7	4	0.7
CC(COc1ccc(S(C)(=O)=O)cc1)CN1CCC(C(O)(c2ccccc2)c2ccccc2)CC1 (stereo unspecified)	/	-1	-9	4	-1	-3	-1	4	0	0.6
O=C(Nc1ccc(N2CCN(C(=O)c3ccco3)CC2)c(Cl)c1)c1c(F)c(F)c(F)c(F)c1F	-1	-10	-6	-5	0	2	-1	-3	-6	-0.3
CCN(CC)CCCn1c(C)cc2c(c1=O)C(c1ccc(OC)c(OC)c1OC)C(C#N)=C(N)O2 (stereo unspecified)	3	-9	-3	1	0	1	-4	-6	-4	-0.2
COc1ccc(C(OCC(O)CNCCc2ccc(S(N)(=O)=O)cc2)c2ccc(OC)cc2)cc1 (stereo unspecified)	-2	6	7	2	1	0	-1	7	-6	-0.1
COc1ccc(-c2ccc3c(c2)S(=O)(=O)c2cccc(C(=O)NC[C@@H]4CCCO4)c2C3=O)cc1OC	-2	9	-4	-3	-4	1	5	-7	-4	3.8
CCOc1cc(S(=O)(=O)n2c(C)nc3ccccc32)ccc1F	4	2	-3	-2	1	0	1	2	-2	0.1
CN(CCNC(=O)C1CC(=O)N(c2ccc(F)c(Cl)c2)C1)Cc1ccccc1 (stereo unspecified)	8	4	5	1	-2	1	1	2	0	-0.3
COc1ccc(C2C(C(=O)c3sc(C)nc3C)=C(O)C(=O)N2CCN(C)C)cc1OC (stereo unspecified)	-4	4	-4	-4	-2	2	-3	1	7	0.3
Cc1cc(C)n2nc(C(=O)OCC(=O)N3CCC3)nc2n1	-7	3	-1	2	-2	-3	4	-7	-6	0.2
COC(=O)/C=C1\S/C(=N/N=C/c2ccccc2)NC1=O	13	0	3	0	-2	4	0	2	2	-0.3
CCOC(=O)[C@@]12CCC3=C1N(CCC3)C(=O)[C@H](CC(=O)NCC1CCCCC1)C2	/	-6	4	-4	1	4	-3	0	0	-0.1
Cc1ccc(CN2CCCCC(NC(=O)c3ccc4ccccc4c3)C2=O)cc1 (stereo unspecified)	/	-6	10	-3	-2	-4	-2	-1	6	-0.4
Cc1ccccc1C(=O)Nc1cccc(NC(=S)NC(=O)c2cccs2)c1	4	-15	-5	0	6	1	-2	-2	-21	-0.3

# Going on with the list:
Compound	TCR CD3 inh	TDP2 inh	Tn7 DDE FP	MBD2 DNA inh	UHRF1 binding	LEDGF integ inh	PRMT1 FP inh	DDE Tn6 FP inh	SIAE inh	proKLK7 act
CN[C@H]1C[C@H]2c3[nH]c4ccccc4c3CCN2C(=O)[C@H]1[C@H](C)O	-12	5	1	0	-3	-7	6	-3	9	28*
O=C(CN1CCN(c2ccc(F)cc2)CC1)Nc1cc(C(F)(F)F)ccc1Cl	-3	2	1	5	1	5	2	9	-3	-0.2
COc1ccccc1OCCNC(=O)CN1C(=O)NC2(CCCC2)C1=O	-9	-16	-1	4	6	1	-2	3	-6	0.2
Cc1ccc(S(=O)(=O)N2[C@@H](c3ccc(F)cc3)C(C(=O)O)=CC[C@H]2c2ccc3c(c2)OCO3)cc1	-2	1	-2	2	-1	-3	0	4	-2	0.2
CN(C)CC(=O)Nc1nc(-c2ccccc2)cs1	10	11	-5	1	0	-3	1	0	1	-0.3
CC(C)Oc1ccc(S(=O)(=O)N2CCOCC2)cc1NC(=O)C1CCCCC1	-1	-4	9	-5	-1	-2	0	0	-7	-0.3
Cc1ccc(/C=C/C2=NN(Cc3ccccc3)C(=O)CC2)cc1	1	9	2	2	0	-4	1	-4	2	0.0
Cc1ccc(Cl)cc1NS(=O)(=O)c1cc2[nH]c(=O)c(=O)[nH]c2cc1C	2	7	-4	-3	1	-1	3	-1	3	1.2
O=C(CS(=O)(=O)c1ccccc1)Nc1ccc(S(=O)(=O)Nc2ncccn2)cc1	-8	-3	-9	4	3	-5	4	-2	-2	0.3
c1ccc(CCCN2CCN(c3ccccc3)CC2)cc1	3	-14	-3	3	1	2	-6	2	-2	0.3
